Pf growth 48h: Primary qHTS for delayed death inhibitors of the malarial parasite plastid, 48 hour incubation; P. falciparum luciferase growth in erythrocytes, 48 h; Potency, µM (titrated, usually from 28.7 µM), for the others: at the highest dose activity change, negative = inhibition, most hits filed as inhibitors; actives 5.9% (n = 310,000); AID 504832, 2011; further: potency means the concentration at half of the fitted maximal effect; on the % scale 0 is the no-effect control and ±100 the full control effect
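Cell-based growth assay: transgenic P. falciparum expressing firefly luciferase, cultured in red cells within RPMI 1640 containing 0.5% w/v Albumax, 24 mM bicarbonate and gentamycin. A drop in luciferase activity indicates inhibition.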
Pf growth 96h: Primary qHTS for delayed death inhibitors of the malarial parasite plastid, 96 hour incubation | actives 6.9% (n = 320,000) | AID 504834, 2011 | P. falciparum luciferase reporter growth, 96 h | Potency, µM (series often up to 28.7 µM), without a hit: at the top dose activity change, negative = inhibition, actives largely listed as inhibitors; further: potency means the concentration at half of the fitted maximal effect; on the % scale 0 is the no-effect control and ±100 the full control effect
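Infected RBCs, 2% Hct / 0.05% parasitemia final; luciferase-reporter P. falciparum; cpd 96 h, 37 C, 5% CO2; luciferase detection reagent; luminescence.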
Shiga inhibitor: A qHTS for Small Molecule Inhibitors of Shiga Toxin; Vero cells, Shiga toxin protein synthesis inhibition reporter; inhibition, % at 38.7 µM; actives 9.2% (n = 290,000); AID 2315, 2010; in the data active means inhibition mostly above about 28%, no sharp cut-off; inactive means mostly below about 43%; further: 0% is about no effect
TbPYK inhibitor: qHTS of Trypanosoma Brucei Inhibitors; actives 0.12% (n = 410,000); pyruvate kinase (Trypanosoma brucei), Q57TT1; Potency, µM (titrated, usually from 76.8 µM), for inactives: at the highest dose activity, negative = inhibition, actives largely listed as inhibitors; TbPYK enzyme, Kinase-Glo Plus ATP luminescence, 45 min; AID 624173, 2012; further: potency means the concentration at half of the fitted maximal effect; on the % scale 0 is the no-effect control and ±100 the full control effect; nearly all actives have a fitted effect of over 50% in size
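Activity of T. brucei pyruvate kinase was followed by Kinase-Glo Plus luminescence after the enzyme reacted 45 min at room temperature with 130 uM ADP (final) and substrate. Test compounds were added before ADP at multiple concentrations.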
HCV inh: qHTS Assay for Inhibitors of Hepatitis C Virus (HCV). Huh7.5.1 HCVcc-Cre infection, luciferase reporter, 44 h. actives 3.4% (n = 340,000). AID 651820, 2012. Potency, µM (highest dose often 41.8 µM), for the others: top-dose activity change, negative = inhibition, actives largely listed as inhibitors; further: potency means the concentration at half of the fitted maximal effect; on the % scale 0 is the no-effect control and ±100 the full control effect
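Seed cells (1,000/well) for 4 h; treat with compound and infect with HCVcc-Cre, moi about 0.5. Incubate 44 h, then detect luciferase activity.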
LmPK inhibitor: qHTS Assay for Inhibitors of Leishmania Mexicana Pyruvate Kinase (LmPK); purified LmPK, Kinase-Glo ATP luminescence, 1 h; AID 1721, 2009; Potency, µM (top dose mostly 57.5 µM), for inactives: top-dose activity change, negative = inhibition, hits mostly inhibitors; actives 0.37% (n = 290,000); Q27686; further: potency means the concentration at half of the fitted maximal effect; on the % scale 0 is the no-effect control and ±100 the full control effect
Target sequence (Q27686 whole entry, looked up): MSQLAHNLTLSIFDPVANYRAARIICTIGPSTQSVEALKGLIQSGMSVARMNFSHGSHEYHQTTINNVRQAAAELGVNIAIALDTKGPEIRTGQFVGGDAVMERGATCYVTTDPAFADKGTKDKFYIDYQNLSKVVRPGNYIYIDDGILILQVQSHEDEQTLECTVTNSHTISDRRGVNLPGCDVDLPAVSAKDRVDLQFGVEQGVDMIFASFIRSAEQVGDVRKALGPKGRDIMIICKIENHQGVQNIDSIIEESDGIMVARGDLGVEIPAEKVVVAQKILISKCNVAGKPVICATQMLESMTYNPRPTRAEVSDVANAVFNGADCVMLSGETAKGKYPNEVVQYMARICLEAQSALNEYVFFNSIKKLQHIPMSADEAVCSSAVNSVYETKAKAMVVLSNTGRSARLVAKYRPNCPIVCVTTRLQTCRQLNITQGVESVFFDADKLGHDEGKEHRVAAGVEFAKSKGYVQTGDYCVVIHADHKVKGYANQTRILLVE
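ATP generated from ADP (0.1 mM) and PEP (0.5 mM) by 0.1 nM LmPK over 1 h at room temperature (pH 7.2 imidazole buffer) was detected by coupled luciferase luminescence. Values were normalized to uninhibited and no-enzyme wells.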
Cycloheximide cs: Cycloheximide Counterscreen for Small Molecule Inhibitors of Shiga Toxin. max response, %. cell reporter, cycloheximide protein synthesis inhibition counterscreen. actives 12% (n = 300,000). AID 2314, 2010; in the data active means max response mostly above about 13%, no sharp cut-off; inactive means mostly below about 14%; further: read at 38.3 µM for the half of the compounds with a filed dose; 0% is about no effect
* = called active by the depositor; ? = inconclusive; · = no result given; & = joins results of further samples; [ ] = dose if it differs, or a comment. Unless noted, the call rests on the fitted dose curve; in most records, active means well fitted curve in the direction sought with a large enough effect; inconclusive means small, poorly fitted or top-dose-only effect, or another doubt; inactive means no such curve, though single readings can be large; an effect the other way counts as inactive or inconclusive.

Below each compound: Pf growth 48h, Pf growth 96h, Shiga inhibitor, TbPYK inhibitor, HCV inh, LmPK inhibitor, Cycloheximide cs
CCOC(=O)c1ccc(NC(=O)COC(=O)Cc2csc(-c3ccccc3)n2)cc1
 : 21%, 0%, 8, -14%, -2%, 0%, 11
Cc1cc(O)c(/C=N/Nc2ccccc2)c(=O)o1
 : -21%, 16%, 0, -3%, -28%, -6%, 20*
N#CC1=C(N)OC2=C(C(=O)CCC2)C1c1cc2c(cc1Cl)OCO2 (stereo unspecified)
 : 280%[activator], 0%, -5, 1%, -2%, 3%, -3
CN(C(=O)COc1ncnc2sccc12)c1ccccc1
 : 3%, 13%, -5, -7%, 1%, -1%, 0
CCOc1ccc(OCCC(=O)N(CC)CC(=O)NCc2ccc(Cl)cc2)cc1
 : 28%, 9%, ·, -8%, ?, ·, ·
Cc1cccc(OCc2ccc(C(=O)Nc3ccc(F)cc3)cc2)c1
 : ?, -12%, -8, -7%, 1%, 3%, -3
CC(Oc1ccc(Cl)cc1)C(=O)Nc1ncccn1 (stereo unspecified)
 : -23%, ?, 8, 0%, 26%, 3%, 13
NC(=O)C1(N2CCCCC2)CCN(S(=O)(=O)c2ccc(Cl)s2)CC1
 : 5%, ?, 9, 1%, -3%, 1%, 6
CC(=O)Nc1ccc(S(=O)(=O)N2CCC(NC(C)=O)(c3cccc(F)c3)CC2)cc1
 : ?, ·, -2, -4%, 16%, 4%, -3
COc1ccc(NC(=O)c2ccc3c(=O)n(-c4ccc(OC)cc4OC)c(=S)[nH]c3c2)c(OC)c1
 : ?, ?, -11, -2%, -12%, -3%, 1
Oc1ccc(-c2n[nH]c(=S)n2-c2ccc3c(c2)OCCO3)c(O)c1
 : 0.41µM*, 0.066µM*, 35*, 2.8µM*, -25%, ?, 17*
COc1cc(Cl)c(C)cc1NC(=O)Cn1c(NCCO)nc2ccccc21
 : 76%[activator], 15%, 33, -4%, -4%, -1%, -3
FC(F)(F)c1ccc(Oc2ccc3c(C(F)(F)F)cc(C(F)(F)F)nc3n2)cc1
 : 9%, 9%, -14, 7%, -9%, -7%, -5
Cc1cc(-n2cccn2)ccc1CN1CCN(C2CCCC2)C(CCO)C1 (stereo unspecified)
 : ?, ?, 0, 1%, -11%, 1%, -1
Fc1ccc(CN2C3=NCCCN3c3ccccc32)cc1
 : ?, 281%[activator], -6, -12%, ?, 0%, -6
COc1cc(/C=N/NC(=O)c2ccncc2)ccc1OC(=O)c1ccccc1Cl
 : -6%, 44%[activator], 19, -1%, -27%, -1%, -2
Cc1ccc(Cn2nnnc2CN2CCC(O)(c3ccc(F)cc3)CC2)cc1
 : 13µM*, 36%[activator], 2, 2%, -21%, -1%, -2
O=C(COC(=O)c1cccs1)NCCC1=CCCCC1
 : 29%, 0%, 15, -1%, 20%, -7%, 14*
Cc1ccc(OCCc2csc(N)n2)cc1
 : 61%[activator], 89%[activator], 54*, 0%, ?, 1%, 34*
COc1ccc(C)cc1NS(=O)(=O)c1ccc2c(c1)N(C)CCO2
 : -16%, 22%, -2, -4%, ?, 9%, 10
O=[N+]([O-])c1ccc(N2CCN(S(=O)(=O)c3ccccc3)CC2)cc1NCc1ccco1
 : -20%, 13µM*, 10, ·, 13%, 1%, 4
CCOc1ccc(CSCCNC(=S)Nc2ccc(OC)cc2)cc1
 : 8.3µM*, ?, 46, -2%, 10µM*, -1%, 2
CCCC(=O)Nc1nnc(S(=O)(=O)N(CC)c2ccc(OC)cc2)s1
 : 12%, 27%, -8, -7%, -5%, 10%, 11
CC1(C)CC2CC(C)(CN2C(=O)c2cc(-c3ccc(O)cc3)on2)C1 (stereo unspecified)
 : -6%, 13%, -5, 1%, -7%, 3%, -10
CCc1nnc(NC(=O)CSc2nc3c(cc2C#N)CCC3)s1
 : 135%[activator], ·, 70*, 0%, -14%&7%, -1%, 32*
COc1ccc(C(=O)NNC(=O)C(=O)Nc2ccc(C)cc2)cc1
 : 19%, 2%, 7, -3%, 1%, -1%, 4
COc1cc2c(cc1OC)C(C(=O)N1CCC3(CC1)OCCO3)C(c1ccccc1F)N(C)C2=O (stereo unspecified)
 : 7%, ?, -3, 6%, 4%&-5%, 0%, 1
Oc1ccc(-n2cnnn2)cc1
 : ·, 24%, 8, -7%, 2%, -11%, -1
CCCNc1nc(Cl)nc(Nc2ccc(Cl)cc2)n1
 : 28%, 0%, 8, -5%, -26%, 2%, 15*
Cc1cccc(C2c3[nH]c4ccccc4c3CCN2C(=O)c2cc(-c3cccn3C)n[nH]2)n1 (stereo unspecified)
 : ?, -20%, -3, -5%, ?, 5%, -3

10 entries out of the list, arranged by number of heavy atoms, low to high.
Below each compound: Pf growth 48h, Pf growth 96h, Shiga inhibitor, TbPYK inhibitor, HCV inh, LmPK inhibitor, Cycloheximide cs
Oc1ccc(-n2cnnn2)cc1
 : ·, 24%, 8, -7%, 2%, -11%, -1
Cc1ccc(OCCc2csc(N)n2)cc1
 : 61%[activator], 89%[activator], 54*, 0%, ?, 1%, 34*
CCCNc1nc(Cl)nc(Nc2ccc(Cl)cc2)n1
 : 28%, 0%, 8, -5%, -26%, 2%, 15*
CCc1nnc(NC(=O)CSc2nc3c(cc2C#N)CCC3)s1
 : 135%[activator], ·, 70*, 0%, -14%&7%, -1%, 32*
COc1ccc(C(=O)NNC(=O)C(=O)Nc2ccc(C)cc2)cc1
 : 19%, 2%, 7, -3%, 1%, -1%, 4
CCCC(=O)Nc1nnc(S(=O)(=O)N(CC)c2ccc(OC)cc2)s1
 : 12%, 27%, -8, -7%, -5%, 10%, 11
Cc1ccc(Cn2nnnc2CN2CCC(O)(c3ccc(F)cc3)CC2)cc1
 : 13µM*, 36%[activator], 2, 2%, -21%, -1%, -2
COc1cc(/C=N/NC(=O)c2ccncc2)ccc1OC(=O)c1ccccc1Cl
 : -6%, 44%[activator], 19, -1%, -27%, -1%, -2
Cc1cccc(C2c3[nH]c4ccccc4c3CCN2C(=O)c2cc(-c3cccn3C)n[nH]2)n1 (stereo unspecified)
 : ?, -20%, -3, -5%, ?, 5%, -3
COc1cc2c(cc1OC)C(C(=O)N1CCC3(CC1)OCCO3)C(c1ccccc1F)N(C)C2=O (stereo unspecified)
 : 7%, ?, -3, 6%, 4%&-5%, 0%, 1

The results go on:
Below each compound: Pf growth 48h, Pf growth 96h, Shiga inhibitor, TbPYK inhibitor, HCV inh, LmPK inhibitor, Cycloheximide cs
CCCOc1ccc(N2C(=O)CC(N(CCc3ccc(OC)cc3)C(=O)/C=C/C(=O)O)C2=O)cc1 (stereo unspecified)
 : 20%, 8%, 10, -12%, 5%, 4%, -1
O=c1[nH]c(=O)n(Cc2ccco2)c(O)c1C=NC1CCN(Cc2ccccc2)CC1
 : 102%[activator], 11%, -5, 10%, 7%, -1%, -1
CCN(CC)S(=O)(=O)c1cc(C(=O)O)ccc1Cl
 : 12%, ·, 23, -5%, -1%, -11%, 1
CCn1c(CSc2nc3ccccc3s2)nnc1SCC(=O)c1ccc(Cl)cc1
 : ·, ?, 16, -33%, 25%, -1%, 1
O=C(CC1C(=O)NCCN1Cc1cccc(C(F)(F)F)c1)NC1CCCCCC1 (stereo unspecified)
 : -8%, -6%, -32, -6%, -23%, -14%, -1
CN(C)S(=O)(=O)c1ccc(Cl)c(C(=O)OCC(=O)NNC(=O)c2cccs2)c1
 : 3%, 31%[activator], ·, -2%, 11%, ·, ·
COc1ccc(CNC(=O)CCSCc2cccc(F)c2)cc1
 : -1%, ?, -2, 1%, 4%, 6%, 2
CCCC(c1nnnn1Cc1cccs1)N1CCN(c2nc3ccccc3s2)CC1 (stereo unspecified)
 : ·, -8%, 29, 1%, -18%, 9%, 11
O=C(N/N=C/c1ccc(O)c(O)c1)c1cccc(S(=O)(=O)N2CCCCC2)c1
 : -23%, -17%, 14, -5%, 18%, 2%, 1
COc1ccc(C(CNC(=O)c2oc3cc(Br)ccc3c2C)N2CCCCC2)cc1 (stereo unspecified)
 : ?, 22%, -4, 4%&4%, 14%, -1%, -1
COc1ccc(C)cc1NC(=O)C1CCCN(S(=O)(=O)c2cccc3nonc23)C1 (stereo unspecified)
 : ?, -16%, -18, 1%, 32%[activator], 2%, -4
O=C(/C=C/c1ccccc1Cl)NCCN1CCOCC1
 : 7%, 39%[activator], -11, 4%, 23%, -3%, 1
CCn1cc([C@@H]2C[C@H]3CN(Cc4cccc(Cl)c4)C(=O)[C@]34CCCN24)c(C)n1
 : ?, ?, -34, -5%, ?, 1%, -4
CCOc1ccc(C(=O)COC(=O)CN2C(=O)NC3(CCCCC3C)C2=O)cc1 (stereo unspecified)
 : -3%, 18%, ·, 5%, -19%, ·, ·
CC1=[N+]([O-])C(C)(C)C(C)N(O)C1=O (stereo unspecified)
 : 16%, 25%, 11, -5%, -3%, 5%, -3
COc1cc(-c2csc(C)n2)ccc1O
 : -1%, ·, 5, 4%, -1%, 0%, 2
CCC1(C(=O)OC)NC(c2ccco2)C2C(=O)N(c3ccccc3)C(=O)C21 (stereo unspecified)
 : 9%, -21%, 1, -4%, -15%, 9%, 7
CCNC(=S)Nc1cccc(F)c1C
 : 9%, 15%, 1, 0%, 4%, -2%, -5
COc1cccc(/C=N/NC(=O)c2ccc(=O)n(C)c2)c1OC
 : 12%, 18%, 3, -2%, 6%, -5%, -1
Cc1nc2sc3c(c2c(=O)n1N)CCC3
 : 42%[activator], 22%, 8, 5%, 10%, 3%, 6
NS(=O)(=O)c1ccc(N=Nc2c(O)ccc3ccccc23)cc1
 : -11%, 34%[5.75 µM], -12, -6%, -20%, -2%, -2
O=[N+]([O-])c1cccc(/C=N/N2CCN(c3ccccn3)CC2)c1
 : 33%[activator], -27%, 1, -5%, 1%, -6%, 15*
CCOC(=O)c1csc(NC(=O)CSc2nnnn2CC)n1
 : -17%, ?, 4, 6%, -12%, 2%, -3
COc1cccc(/C=C(/C(=O)OCC(N)=O)c2ccccc2)c1
 : -1%, 13%, 8, 3%, -5%, -1%, 3
Cc1ccccc1NC(=O)CSC1=C(C#N)C(c2ccsc2)CC(=O)N1 (stereo unspecified)
 : -4%, ·, 5, -5%, ?, 5%, 14
O=C(c1ccccc1)N1CCc2ccccc21
 : 11%, ·, 20, 6%, 7%, -1%, 19
CN1CCN(c2nc3c(c(=O)n(C)c(=O)n3C)n2CC(=O)C23CC4CC(CC(C4)C2)C3)CC1
 : -14%, 9%, -7, -7%, 0%, 4%, 3
